# Screening results from PubChem BioAssay.
# hERG protect = compounds protecting human hERG from proarrhythmic drug block. AID 1511. activation (rescue from dofetilide block), less the hit threshold, % at 10 µM. Q12809. 310,000 compounds, 0.51% hits. CHO-hERG, FluxOR thallium flux, dofetilide IC70 present;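 active means activation above the mean of controls blocked by dofetilide plus 5 SD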;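 further: thallium influx through hERG after potassium depolarization seen as dye fluorescence rise; in these data hits start at about 4.7%; inactives centre near -7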
# HDAC3 inh = blocks human histone deacetylase 3. O15379. recombinant HDAC3, fluorogenic peptide/trypsin coupled, fluorescence. inhibition, % at 8.3 µM. 320,000 compounds, 0.15% hits. AID 2718; in the data active means inhibition above about 26%, passing the limit was not always enough; inconclusive means no clear call, values can overlap the other calls
# Dyrk1A ADPGlo = blocks rat Dyrk1A kinase activity; ADP-Glo luminescence, NFATc1 peptide; 310,000 compounds, 0.43% hits; AID 504441; Q63470; inhibition, % at 12.5 µM; in the data active means inhibition above about 50%;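 further: plate controls were vehicle with enzyme for no effect and no enzyme for full effect; many of its hits are not listed in these tables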
# KCNQ1 act = potentiators or activators of human KCNQ1 potassium channel; P51787; CHO-K1 KCNQ1, thallium flux FluxOR fluorescence; hits give high values; B-score at 10 µM; 310,000 compounds, 0.35% hits; AID 2648;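 active means fluorescence ratio B-score, a plate-corrected score, at least three library SD, with initial intensity B-score within 5 SD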
#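 Material: CHO-K1 cells stably expressing KCNQ1. Medium: assay buffer for compound exposure, DMSO matched across wells. Reagent: K+/Tl+ depolarizing stimulus. Compound dosing: single-concentration screen. Times: 37 °C overnight plating, 90-min dark dye load, 20-min compound pretreatment. Technique: FluxOR Tl+ flux fluorescence.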
# GSK3A inh = inhibitors of human GSK-3 alpha kinase. P49840. ADP-Glo luminescence, 60 min. inhibition, % at 10 µM. 320,000 compounds, 0.1% hits;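 in the data active means inhibition above about 50%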;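 further: GST-tagged GSK-3 alpha with peptide substrate and 25 µM ATP; 0% = DMSO neutral wells and 100% = GW8510 positive control wells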
# Target sequence (P49840 whole entry, looked up): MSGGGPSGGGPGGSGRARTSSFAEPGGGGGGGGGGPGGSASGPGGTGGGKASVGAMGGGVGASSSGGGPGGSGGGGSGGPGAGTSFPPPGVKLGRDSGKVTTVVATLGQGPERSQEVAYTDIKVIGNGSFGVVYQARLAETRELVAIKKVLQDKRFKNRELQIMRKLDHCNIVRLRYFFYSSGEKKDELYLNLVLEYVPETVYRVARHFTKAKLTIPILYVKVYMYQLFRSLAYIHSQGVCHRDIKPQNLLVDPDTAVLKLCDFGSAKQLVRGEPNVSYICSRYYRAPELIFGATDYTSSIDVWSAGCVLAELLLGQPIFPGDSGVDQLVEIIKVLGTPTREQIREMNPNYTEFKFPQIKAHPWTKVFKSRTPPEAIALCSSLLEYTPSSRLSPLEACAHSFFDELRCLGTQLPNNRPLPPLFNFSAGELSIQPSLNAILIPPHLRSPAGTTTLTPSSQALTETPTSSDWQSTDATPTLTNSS
# GSK3B inh = blocks human GSK3beta kinase activity | P49841 | GST-GSK3beta kinase, ADP-Glo luminescence, 60 min; hits give low values | activity score (negative = inhibition), % at 10 µM | 300,000 compounds, 0.038% hits;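 active means more than half of replicate wells score below -50%, meaning over 50% inhibition versus plate controls; inconclusive means some replicates but at most half score below -50%; inactive means no replicate scores below -50%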;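 further: 0% = median DMSO wells and -100% = median GW8510 positive control wells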
# Target sequence (P49841 whole entry, looked up): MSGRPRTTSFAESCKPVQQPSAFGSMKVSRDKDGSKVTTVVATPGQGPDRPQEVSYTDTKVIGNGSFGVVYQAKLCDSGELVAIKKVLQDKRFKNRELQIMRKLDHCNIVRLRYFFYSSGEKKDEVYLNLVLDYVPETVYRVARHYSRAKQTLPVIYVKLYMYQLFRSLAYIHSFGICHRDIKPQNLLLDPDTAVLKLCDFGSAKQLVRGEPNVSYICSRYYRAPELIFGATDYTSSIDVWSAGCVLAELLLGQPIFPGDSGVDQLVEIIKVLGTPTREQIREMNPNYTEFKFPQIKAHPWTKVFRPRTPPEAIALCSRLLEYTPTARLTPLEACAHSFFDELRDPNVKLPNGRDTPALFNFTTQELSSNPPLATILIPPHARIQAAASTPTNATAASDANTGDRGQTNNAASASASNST
#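 Test system: GST-fused GSK3beta enzyme, cell-free | Quantity: 1.6 ng GST-GSK3beta enzyme per well | Reagent: 25 µM ATP with peptide substrate | Schedule: 60 min enzyme reaction, room temperature | Signal: Luminescent ADP-Glo measurement of ADP formed | Read-out basis: Score relative to plate controls | Control set: DMSO and 20 µM GW8510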
# KCNK9 inh = inhibitors of human KCNK9 two-pore domain potassium channel. Q9NPC2. HEK293 KCNK9, FluxOR thallium flux fluorescence; hits give low values. B-score at 10 µM. 310,000 compounds, 1.2% hits. AID 488922;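 active means ratio B-score over 3 SD below the library mean, with starting fluorescence within 5 SD of its mean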;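 further: negative B-score means less thallium flux so channel inhibition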
# PolyA inh = blocks polyadenylation in yeast reporter cells. S. cerevisiae SKY197-pL101 polyadenylation reporter, beta-gal luminescence; efflux-impaired pdr1/pdr3 knockout yeast; score 100 = 6 SD above DMSO. calls only at 12 µM. 300,000 compounds, 0.02% hits;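 active means lowest replicate activity score at least 50, where 100 means six control SD above control mean; inconclusive means lowest score under 50 but half or more replicates reach 50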;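 further: yeast exposed to compound for 9 h at 30 °C; higher score means more reporter readthrough which indicates perturbed polyadenylation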
# KCNQ1 inh = blocks the human KCNQ1 potassium channel. 310,000 compounds, 1.3% hits. CHO-K1 KCNQ1, FluxOR thallium flux fluorescence; hits give high values. B-score at 10 µM. P51787. AID 2642;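 active means compounds whose thallium flux B-score, printed positive for inhibition, exceeds three library SD while starting fluorescence stays within three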;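 further: channel opened by potassium depolarization with thallium stimulus after 20 min compound exposure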
# RGS4 act = potentiators or activators of RGS4. B-score at 10 µM. HEK293 M3R/inducible RGS4, carbachol calcium flux Fluo4; hits give low values. 310,000 compounds, 0.92% hits;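 active means B-score of the integrated calcium signal more than 4 SD below the library mean, with starting fluorescence not abnormally high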;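 further: negative B-score means reduced calcium response which marks RGS4 activation or potentiation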
#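 Material: M3R-expressing HEK293 line, RGS4 induced by doxycycline | Schedule: Overnight RGS4 induction, 30 min dye load 37 °C, 20 min compound RT | Measured by: Fluo4 fluorescence kinetic imaging of calcium | Read-out: Integrated calcium ratio converted to B score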
# KCNK3 inh = human KCNK3 channel inhibition, primary screen | O14649 | CHO-KCNK3 thallium flux, FluxOR fluorescence; hits give low values | B-score at 10 µM | 340,000 compounds, 0.84% hits | AID 602410;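 active means B-score under library mean minus 4 SD, starting fluorescence ratio at most library mean plus 5 SD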;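 further: more negative B-score means stronger inhibition of thallium flux through KCNK3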
# Active calls of the source: *; i = inactive; ? = inconclusive; . = not tested or not shown. This is a subset; count on the stated rates, not on these rows.
SMILES,hERG protect,HDAC3 inh,Dyrk1A ADPGlo,KCNQ1 act,GSK3A inh,GSK3B inh,KCNK9 inh,PolyA inh,KCNQ1 inh,RGS4 act,KCNK3 inh
CSc1ccc(CN(C)CC(=O)NCc2ccc(F)cc2)cc1,-17,-2,-1,i,-1,3,i,i,i,i,i
C=C1C(=O)O[C@@H]2[C@H]1CC[C@H](C)[C@]1(O)CCC(=O)[C@@]21C,-7,1,-5,i,0,-2,i,i,i,i,i
CCOCCCNC(=O)C1(O)c2cc(Br)ccc2NC(=O)N1c1ccc(CC)cc1 (stereo unspecified),-10,1,-3,i,-1,1,i,i,i,i,i
COCc1cc(C)nc2sc3c(=O)n(-c4cccc5ccccc45)nnc3c12,-15,0,0,i,3,0,i,i,i,i,i
COc1cccc(C2CCCCN2Cc2nc(-c3ccc(C)o3)oc2C)c1 (stereo unspecified),-11,2,1,i,-5,1,i,i,i,i,i
Cc1ccc(-n2cc(CCCCCCCCC(=O)O)nn2)cc1,-6,8,.,i,-2,1,i,i,i,i,i
Cc1ccccc1C(=O)c1c[nH]c(C(=O)N2CCN(c3ccccc3F)CC2)c1,-9,1,.,i,2,-2,i,i,i,i,i
CC(CN1CCOCC1)OC(=O)c1cccc(Cl)c1 (stereo unspecified),-3,-3,.,i,5,-2,i,i,i,i,i
CS(=O)(=O)c1cnc2c(-c3ccsc3)cnn2c1N,-11,-1,.,i,-1,-2,i,i,i,i,i
NC(=S)N/N=C1\CCSc2ccc(Cl)cc21,-3,-1,3,i,1,4,i,i,i,i,i
CC(C)(C)C(=O)NC(Nc1cccc2cccnc12)C(Cl)(Cl)Cl (stereo unspecified),-7,6,3,i,12,3,i,i,i,i,i
CCCc1cc(=O)[nH]c(SCC(=O)Nc2ccc(Br)cc2Br)n1,1,-4,-3,i,-1,0,i,i,i,i,i
COc1ccc(CN(C(=O)c2snc(C(N)=O)c2N)C(C(=O)NC(C)(C)C)c2ccco2)cc1 (stereo unspecified),-15,8,-1,i,-6,2,i,i,i,i,i
CCCc1cc(=O)n2[nH]c(-c3cccc(Br)c3)cc2n1,4,-4,1,i,-2,2,i,i,i,i,i
CC(C)Cn1nc(NC(=O)C(C)(C)C)c2cc3ccccc3nc21,-8,3,24,i,10,-5,i,i,i,i,i
O=C(CSc1nc2ccccc2c(=O)n1-c1ccccc1)c1cccc([N+](=O)[O-])c1,-3,-4,1,i,-4,4,i,i,i,i,i
COc1ccccc1C(=O)NCCNC(=O)c1ccc(C)nc1,-4,-2,-4,i,-1,0,i,i,i,i,i
C=CCn1c(-c2cccn(Cc3cccc(Cl)c3)c2=O)n[nH]c1=S,-5,0,-1,i,0,-1,i,i,i,i,i
COC(=O)N/N=C/c1ccc(Oc2ccccc2)cc1,-8,7,-5,i,2,1,i,i,i,i,i
COc1ccc(C(C(=O)NC2CCCC2)N(Cc2ccc(C)cc2)C(=O)c2ccn[nH]2)cc1OC (stereo unspecified),-1,-1,-3,i,0,1,i,i,i,i,i
COc1ccc(C(=O)CC(c2ccccc2)S(=O)(=O)c2ccc(C)cc2)cc1 (stereo unspecified),-8,4,.,i,-2,0,i,i,i,i,.
O=C(O)CCCc1nc(-c2ccc(Cl)cc2)no1,-3,2,2,i,4,2,i,i,i,i,i
Cc1ccc(N(CC(=O)O)S(C)(=O)=O)cc1,-2,-6,-2,i,1,-2,i,i,i,i,i
Cc1cc(NS(=O)(=O)c2cccc([N+](=O)[O-])c2)no1,-7,-3,-2,i,0,-3,i,.,i,i,i
CCCOc1ccc(CCCN=C(N)N)cc1Cl,-20,0,.,i,5,-9,i,i,i,i,i
CN(Cc1nccn1C)C(=O)CC1C(=O)NCCN1CC(c1ccccc1)c1ccccc1 (stereo unspecified),-5,5,-2,i,-2,0,i,i,i,i,i
COc1ccc(-c2nc(CS(=O)CC(=O)NCc3cccnc3)c(C)o2)cc1 (stereo unspecified),-10,4,1,i,5,0,i,.,i,i,i
CCN(Cc1ccccc1)C(=O)Cn1cc2c(n1)CCCC2,-1,1,7,i,-2,-2,i,i,i,i,i
O=C1CC(c2ccc(Cl)c([N+](=O)[O-])c2)c2ccc3ccccc3c2N1 (stereo unspecified),-15,7,-5,i,-1,1,i,i,i,i,i
Cc1ccc(SCCC(=O)NCc2ccco2)cc1,-4,0,-3,i,-1,3,i,i,i,i,i
S=c1[nH]nc(CSc2nc3ccccc3s2)n1C1CCCCC1,4,14,0,22*,-3,3,-7.5*,i,i,i,i
COc1cc2nc(N(C)C)nc(N)c2cc1OC,-8,-50,-11,i,-1,0,i,i,i,i,i
CC(C)CN1CN(Cc2ccccc2)CNC1=S,-4,5,5,i,-3,2,i,i,i,i,i
CC(=O)c1[nH]c(C)c(C(=O)N2CCCC(Nc3ccc(C(C)C)cc3)C2)c1C (stereo unspecified),-4,.,-6,i,.,0,i,i,i,i,i
Cc1ccc(S(=O)(=O)N(C)c2ccc(C(=O)NCC3CCCO3)cc2)cc1 (stereo unspecified),-13,2,-4,i,-2,3,i,i,i,i,i
CCOC(=O)C=C1CCN(c2ncc(C(F)(F)F)cc2Cl)CC1,-6,3,-5,i,.,-3,i,i,i,i,i
COc1ccc(CC(=O)N(C)CC(=O)Nc2cccc(F)c2)cc1S(=O)(=O)N1CCOCC1,-9,0,-5,i,1,-1,i,i,i,i,i
CC1(C)Cc2nc3sc(C(=O)O)c(N)c3cc2CS1,-20,1,.,i,5,2,i,i,i,i,.
CCN(C(=O)CN1CCc2ccccc21)c1c(N)n(Cc2ccccc2)c(=O)[nH]c1=O,-19,-1,1,i,-2,0,i,i,i,i,i
CCN(CC)S(=O)(=O)c1ccc2nc(CCl)[nH]c2c1,-9,-1,-5,i,-2,2,i,i,i,i,i
O=C(N[C@@H](Cc1ccc(O)cc1)C(=O)O)c1ccncc1,-4,1,-4,i,-3,-4,i,i,i,i,i
CCOc1ccccc1CNC(=O)c1nn(C)c2c1CS(=O)(=O)c1ccccc1-2,-8,-1,6,i,-2,2,i,i,i,i,i
COc1cc(C(=O)N/N=C/c2ccc3c(c2)c2ccccc2n3C)ccc1O,-21,-2,1,i,1,4,i,i,i,i,-11*
Cc1oc(C(N)=O)nc1-c1ccccc1,-11,-9,0,i,0,3,i,i,i,i,i
O=C(NCCN1CCOCC1)c1ccc2c(c1)N(Cc1ccccc1)C(=O)c1ccccc1S2,-16,1,.,i,1,1,i,i,i,i,i
COc1ccccc1N=Nc1c(O)[nH]c2ccc(Br)cc12,-5,10,-4,i,1,5,i,i,i,i,i
O=C(/C=C/c1ccccc1)Nc1cc(NC(=O)/C=C/c2ccccc2)cc(C(=O)O)c1,-12,13,20,i,-3,-3,i,i,i,i,i
CN1C2C=C3C(C#N)=C(N)C(C#N)(C#N)C(c4ccc(Br)cc4)C3C1CC2 (stereo unspecified),-11,-2,-2,i,4,-1,i,i,i,i,i
O=C(NCCCN1CCCCCC1)c1ccc(N2CCCC2=O)cc1,-3,9,-1,i,0,-21,i,i,i,i,i
COc1cccc(C(=O)N/N=C(\C)c2cccc(NC(=O)c3ccc(F)cc3)c2)c1OC,-25,3,1,i,2,1,i,i,i,-7.6*,i
# The results go on.
SMILES,hERG protect,HDAC3 inh,Dyrk1A ADPGlo,KCNQ1 act,GSK3A inh,GSK3B inh,KCNK9 inh,PolyA inh,KCNQ1 inh,RGS4 act,KCNK3 inh
CC(=O)c1cccc(NC(=O)C2CCCN(S(=O)(=O)c3cccc4cccnc34)C2)c1 (stereo unspecified),-27,-10,0,i,.,1,i,i,i,i,i
O=C(N/N=C/c1cccc(Oc2ccccc2)c1)c1ccncc1,-18,-11,.,i,8,-14,i,i,i,i,i
CCCSc1ncnc2c1oc1ccccc12,-6,4,0,i,-3,-1,i,i,i,i,i
COc1ccc(CCN(C)C(=S)Nc2ccc(SC(F)F)cc2)cc1OC,1,-1,3,i,2,1,i,i,i,i,i
CC(=O)CCC(=O)OCC(=O)Nc1ccc(SC(F)F)cc1,-9,5,3,i,0,-1,i,i,i,i,i
CCOC(=O)CN(Cc1ccccc1)S(=O)(=O)c1ccc(NC(C)=O)cc1,-11,2,1,i,-2,0,i,i,i,i,i
CCOC(=O)c1c(NC=O)sc2c1CCC2,-2,0,13,i,3,2,i,i,i,i,i
O=C(CCc1nnc2ccc(N3CCCCC3)nn12)NCc1ccco1,-7,-6,1,i,-1,1,i,i,i,i,i
Cc1nn(Cc2ccc(F)cc2)c2sc(C(=O)Nc3nccs3)cc12,-8,?,-8,i,1,0,i,i,i,i,i
COc1cccc(C(C(=O)NC2CCCC2)N(C(=O)c2ccco2)C2CC2)c1OC (stereo unspecified),-8,3,-2,i,3,6,i,i,i,i,i
CCN(CC)CCCN(Cc1cc2cc3c(cc2[nH]c1=O)OCO3)C(=S)Nc1ccccc1OC,-8,12,0,i,2,2,i,i,i,i,i
CCOc1ncccc1C(=O)OCC(=O)N(CC(C)C)C1CCS(=O)(=O)C1 (stereo unspecified),-4,-1,2,i,0,-1,i,i,i,i,i
Cc1cc(C)nc(N2CCC(C(=O)Nc3cccc(C(F)(F)F)c3)CC2)n1,-3,-12,.,i,-1,3,i,i,i,i,i
C/C(=C\C(=O)c1ncc(C(F)(F)F)cc1Cl)N(C)C,-5,1,1,i,-2,1,i,i,i,i,i
Clc1nc2c(-c3ccccc3)nnn2c2ccccc12,-16,-4,5,i,-3,0,i,i,i,i,i
Cc1cccc(C(=O)N(CC(=O)Nc2sc(C)c(C)c2C(N)=O)C2CCCC2)c1,-8,3,3,i,-1,-2,i,i,i,i,i

# Three structures out of the list, sorted by molar mass, smallest number first.
SMILES,hERG protect,HDAC3 inh,Dyrk1A ADPGlo,KCNQ1 act,GSK3A inh,GSK3B inh,KCNK9 inh,PolyA inh,KCNQ1 inh,RGS4 act,KCNK3 inh
C/C(=C\C(=O)c1ncc(C(F)(F)F)cc1Cl)N(C)C,-5,1,1,i,-2,1,i,i,i,i,i
Cc1cc(C)nc(N2CCC(C(=O)Nc3cccc(C(F)(F)F)c3)CC2)n1,-3,-12,.,i,-1,3,i,i,i,i,i
CCN(CC)CCCN(Cc1cc2cc3c(cc2[nH]c1=O)OCO3)C(=S)Nc1ccccc1OC,-8,12,0,i,2,2,i,i,i,i,i
